MEKK3 PB1 HTS: modulators of MEKK3-MEK5 PB1 binding, primary screen, biochemical, wildtype MEKK3, multiplex bead flow cytometry, Alexa488-MEK5 | bead-based flow cytometry, Alexa488-MEK5 binding to MEKK3; actives lie on both sides; 0 = blocked by unlabeled MEK5, 100 = vehicle | binding response (% of control), % at 10 µM | 290,000 compounds, 1.4% hits | AID 1529, 2009;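 active = binding response more than 3 SD above or below the average of its plate-row segment, actives on both sides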;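 note: Alexa488 bead fluorescence after subtracting the streptavidin-only scavenger bead signal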
Target sequence (Q99759 whole entry, looked up): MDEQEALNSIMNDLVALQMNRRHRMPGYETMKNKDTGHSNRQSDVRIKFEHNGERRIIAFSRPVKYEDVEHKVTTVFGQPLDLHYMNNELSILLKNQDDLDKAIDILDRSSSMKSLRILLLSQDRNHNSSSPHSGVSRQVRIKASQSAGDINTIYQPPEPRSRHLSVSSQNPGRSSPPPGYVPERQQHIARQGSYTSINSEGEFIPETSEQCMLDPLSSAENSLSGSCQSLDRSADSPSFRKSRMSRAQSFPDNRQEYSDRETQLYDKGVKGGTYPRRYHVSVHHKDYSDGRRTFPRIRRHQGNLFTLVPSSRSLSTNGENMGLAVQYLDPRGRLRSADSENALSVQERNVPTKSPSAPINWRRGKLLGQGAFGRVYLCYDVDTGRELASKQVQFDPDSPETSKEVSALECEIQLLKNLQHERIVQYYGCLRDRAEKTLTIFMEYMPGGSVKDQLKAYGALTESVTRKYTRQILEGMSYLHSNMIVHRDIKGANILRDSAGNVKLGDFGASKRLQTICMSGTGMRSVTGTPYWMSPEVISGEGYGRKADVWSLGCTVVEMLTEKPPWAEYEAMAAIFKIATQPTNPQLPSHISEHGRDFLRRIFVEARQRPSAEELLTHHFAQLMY
PHOSPHO1 inh: PubChem AID 1565; Phosphoethanolamine/phosphocholine phosphatase (Homo sapiens), Q8TCT1; recombinant PHOSPHO1, absorbance phosphatase assay; inhibition, % at 13.3 µM; 290,000 compounds, 1.1% hits; in the data active = inhibition above about 60%
Target sequence (Q8TCT1 whole entry, looked up): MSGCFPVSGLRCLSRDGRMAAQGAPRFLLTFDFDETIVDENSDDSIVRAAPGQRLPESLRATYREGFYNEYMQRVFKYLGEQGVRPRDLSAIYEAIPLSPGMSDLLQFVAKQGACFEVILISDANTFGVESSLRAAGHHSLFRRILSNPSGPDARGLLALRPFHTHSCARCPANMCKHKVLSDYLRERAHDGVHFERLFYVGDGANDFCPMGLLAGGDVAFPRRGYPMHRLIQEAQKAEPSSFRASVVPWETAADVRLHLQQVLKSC
HCV NS3 hel inh: inhibitors of HCV NS3 helicase, primary screen, biochemical, Cy5 molecular beacon fluorescence; Hepatitis C virus NS3 helicase; NS3 helicase DNA unwinding; inhibition, % at 10.9 µM; 290,000 compounds, 0.56% hits; AID 1800, 2009;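 active = inhibition above the mean of all tested compounds plus 3 SD, set per campaign, cut at about 35% in these data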;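 note: 0% = DMSO wells and 100% = thioflavine S control wells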
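System: HCV NS3 helicase fragment; control set: DMSO and thioflavine S; technique: Cy5 fluorescence at 0 and 60 min, beacon hairpin quenching; reagent: beacon DNA duplex substrate plus ATP; replicates: singlicate; schedule: 1 h reaction at 25 °C, ATP-initiated; medium: MOPS buffer pH 6.5 with MgCl2, DTT, Tween20, BSA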
DNA FID counter: compounds displacing fluorescent DNA intercalator, primary screen, artefact control for HCV NS3 helicase inhibitor project, biochemical, FID fluorescence | DNA fluorescent intercalator displacement | inhibition, % at 7.9 µM | 290,000 compounds, 0.17% hits | AID 1845, 2009; in the data active = inhibition above about 37%;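 note: 0% = vehicle and 100% = reference compound; higher means more ethidium bromide displaced from hairpin DNA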
IDE act: human IDE activators in live cells, primary screen, fluorescence polarization, HEK cells, FAbeta-B substrate | 340,000 compounds, 0.073% hits | Insulin-degrading enzyme (Homo sapiens), P14735 | AID 493087, 2011 | FAbeta-B cleavage; 0% vehicle, 100% cell-free pure enzyme wells | activation, % at 5.96 µM;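 active = activation above the mean of all tested compounds plus 3 SD, set per screening campaign, cut at about 17% in these data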
VIM-2 inh: VIM-2 metallo-beta-lactamase inhibitors, primary screen, biochemical, epi-absorbance readout, Pseudomonas aeruginosa enzyme | purified VIM-2, nitrocefin hydrolysis, epi-absorbance fluorescence | inhibition, % at 5.6 µM | 290,000 compounds, 0.89% hits;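 active = inhibition above the mean of all tested compounds plus 3 SD, cutoff set per screening run, cut at about 7.5% in these data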;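 note: red hydrolysis product quenches plate fluorescence so inhibitors raise well fluorescence; 0% = enzyme with DMSO and 100% = DMSO without enzyme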
IMP-1 inhibitor: IMP-1 metallo-beta-lactamase inhibitors, primary screen, biochemical, epi-absorbance readout, Pseudomonas aeruginosa enzyme. metallo-beta-lactamase IMP-1 (Pseudomonas aeruginosa). purified IMP-1, nitrocefin hydrolysis, epi-absorbance fluorescence. inhibition, % at 5.6 µM. AID 1556, 2009. 290,000 compounds, 0.45% hits;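 active = inhibition above the mean plus 3 SD of all compounds in the same screening run, cut at about 4.5% in these data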;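 note: 0% = IMP-1 with DMSO and 100% = DMSO wells lacking enzyme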
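System – purified recombinant IMP-1 beta-lactamase · Input – IMP-1 dispensed at 0.2 nM · Timing – 15 min preincubation plus 25 min reaction at 25 °C · Signal – Epi-absorbance fluorescence, 480 nm excitation, 530 nm emission · Measure – percent IMP-1 inhibition derived from blank-referenced optical density · Controls – Enzyme-plus-DMSO low control, enzyme-free DMSO high control · Replication – singlicate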
p-CIP stab down: p/CIP-EGFP fusion destabilizers, primary screen, fluorescence, F442A cells | 16 h | decrease of EGFP signal, % at 10 µM | 290,000 compounds, 0.01% hits;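 active = EGFP signal decrease of at least 30% at 10 µM or well 3 SD below plate mean, unless failing retest; inactive = the rest, including hits failing retest or dose response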; note: some compounds called inactive have numbers as strong as hits; many of its hits are not listed in these tables
UBC9 SUMO inh: inhibitors of in vitro SUMOylation cascade, primary screen, biochemical, HTRF, uHTS | SUMO-conjugating enzyme UBC9 (Homo sapiens), P63279 | HTRF SUMOylation assay, SAE1/SAE2 + UBC9 | inhibition, % at 35 µM | 290,000 compounds, 0.36% hits; in the data active = inhibition above about 50%, passing the limit was not always enough; note: strong numbers were not always called active
Target sequence (P63279 whole entry, looked up): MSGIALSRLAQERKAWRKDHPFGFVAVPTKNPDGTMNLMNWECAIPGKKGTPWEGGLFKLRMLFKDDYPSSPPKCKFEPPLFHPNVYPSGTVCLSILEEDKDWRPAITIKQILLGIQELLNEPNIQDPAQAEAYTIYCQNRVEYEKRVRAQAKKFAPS
* = called active by the depositor; · = no result given. Only part of the results is shown; rates above refer to the full screens.

SMILES	MEKK3 PB1 HTS	PHOSPHO1 inh	HCV NS3 hel inh	DNA FID counter	IDE act	VIM-2 inh	IMP-1 inhibitor	p-CIP stab down	UBC9 SUMO inh
CCN(CCCNC(=O)c1cn(CC)c2ccc(S(=O)(=O)N(C)C)cc2c1=O)c1cccc(C)c1	99	3	-5	5	-3	-3.5	-1.2	-18	2
CC(Sc1nnc(Nc2ccccc2)s1)C(=O)Nc1nc(-c2ccccc2)cs1 (stereo unspecified)	104	8	-5	-2	0	-3.6	-3.6	-4	-11
Cc1cccc(CN2CCN(C(=O)c3cccc4ccccc34)CC2)c1	102	34	-9	-16	2	-0.5	0.3	2	0
O=S(=O)(Nn1cnnc1)c1ccccc1Cl	102	14	1	-1	2	-1.9	-5.5	10	-8
O=c1[nH]c(O)c(C=Nc2ccc(Cl)cc2Cl)c(=O)[nH]1	105	42	10	-6	7	-2.9	-1.8	4	14
COc1ccc(S(=O)(=O)N2CCC(C(=O)NCc3ccccn3)CC2)cc1C	98	1	3	-19	3	-2.8	-5.4	-6	11
CCC(C(=O)NC1CCCC1)N(C(=O)Cn1nnc(-c2ccc(OC)c(OC)c2)n1)c1cccc(O)c1 (stereo unspecified)	103	36	1	-41	5	-3.5	-0.7	-12	0
CCC(C)(C)c1ccc(Oc2cccc(C(=O)O)c2)cc1	107	23	2	-24	2	1.4	-3.0	6	20
Cc1cc(C)nc(-n2nc(C)c(Oc3ccccc3O)c2C)n1	·	13	2	-22	2	-1.5	-4.6	-8	-17
O=C(CCCSc1nc(-c2ccco2)cc(C(F)(F)F)n1)NCC1CCCO1 (stereo unspecified)	114	11	2	-36	3	-0.6	-2.7	-5	23
CCOC(=O)c1ccc(-n2c(C)ccc2C)cc1	118	-12	4	-4	-5	-1.9	-3.4	6	0
CC1CN(C(=O)c2cc(S(=O)(=O)N(C)c3ccc(F)cc3)ccc2Cl)CC(C)O1 (stereo unspecified)	99	37	-6	-33	4	0.7	-0.8	-13	12
O=c1[nH]c2ccsc2c(=O)n1CCO	104	27	-6	-2	10	-0.3	0.8	0	25
COc1ccc(S(N)(=O)=O)cc1C(=O)N(C)CC(=O)Nc1ccc(N2CCOCC2)cc1	101	19	7	-11	8	1.3	2.9	0	9
CC(C)=CCN1CCN(Cc2nc(C(C)C)cs2)CC1CCO (stereo unspecified)	104	40	5	-1	2	0.8	0.1	2	11
CCOc1cc(/C=C2\N=C(C)OC2=O)cc(Br)c1OCC(=O)OC	103	34	-4	-3	2	-1.6	-3.0	-8	3
CCN1C(=O)/C(=C2\C=Cc3ccccc3N2CC)OC1=S	102	·	5	0	-3	-0.9	-1.4	·	·
COc1ccc(-c2c(-c3cc(OC)c(OC)c(OC)c3)noc2C)cn1	98	4	9	-31	6	-0.3	-1.0	-3	10
c1ccc(-c2noc(CN3CCCC(OCc4ccccn4)C3)n2)cc1 (stereo unspecified)	103	12	-10	60*	1	-2.2	-1.5	-6	19
CCOc1ccc(OCC)c(NC(=O)CCS(=O)(=O)c2ccc(Br)s2)c1	98	-11	-8	-7	2	-3.8	-2.7	-1	-11
O=[N+]([O-])c1cccc(P(=O)(O)c2cccc([N+](=O)[O-])c2)c1	94	20	5	1	1	-1.1	-1.9	-6	22
COc1ccc(-n2nccc2-c2nn(-c3cccc(OC)c3)c(=O)n(C)c2=O)cc1	106	13	-10	-25	4	-2.2	-1.4	-2	2
CCN(CCCNC(=O)c1nn(C)c2c1CS(=O)(=O)c1ccccc1-2)Cc1ccccc1	103	34	-23	5	7	-2.3	-1.7	-5	12
CCN1C(=O)/C(=C2\Sc3ccccc3N2CC)OC1=S	84	-19	7	-3	0	-3.9	-2.0	6	2
O=C(Nc1ccccc1-c1ccccc1)c1ccccc1Br	99	19	2	-8	6	0.1	-0.8	-12	12
Cc1ccc(S(=O)(=O)N(C)C)cc1NC(=S)NC(C)CCC(C)C (stereo unspecified)	90	3	0	-15	1	-3.9	0.3	-9	-9
NC(=O)[C@@H]1CC2(CC(c3cccc(NC(=O)[C@H]4CCC(=O)N4)c3)=NO2)CN1C(=O)COc1ccc(Cl)cc1 (stereo partly specified)	93	31	·	·	2	·	·	2	-26
c1ccc(-c2nnc(CN3CCCCC3)o2)cc1	102	2	6	-1	0	-1.8	-2.5	-16	24
CCN(CC)CCNC(=O)c1ccc(N2CCCCC2)c(NS(=O)(=O)c2ccc(C)cc2)c1	97	4	-73	30	2	0.0	-1.3	-10	-10
CCc1cccc(CC)c1NC(=S)/C(=C(\[O-])c1ccc(Cl)s1)[n+]1ccccc1	98	-70	-12	-5	-2	-1.7	-2.8	9	4

Exported in CSV form: entries from further up
mol,MEKK3 PB1 HTS,PHOSPHO1 inh,HCV NS3 hel inh,DNA FID counter,IDE act,VIM-2 inh,IMP-1 inhibitor,p-CIP stab down,UBC9 SUMO inh
Cc1ccc(S(=O)(=O)N(C)C)cc1NC(=S)NC(C)CCC(C)C (stereo unspecified),90,3,0,-15,1,-3.9,0.3,-9,-9
NC(=O)[C@@H]1CC2(CC(c3cccc(NC(=O)[C@H]4CCC(=O)N4)c3)=NO2)CN1C(=O)COc1ccc(Cl)cc1 (stereo partly specified),93,31,·,·,2,·,·,2,-26
c1ccc(-c2nnc(CN3CCCCC3)o2)cc1,102,2,6,-1,0,-1.8,-2.5,-16,24
CCN(CC)CCNC(=O)c1ccc(N2CCCCC2)c(NS(=O)(=O)c2ccc(C)cc2)c1,97,4,-73,30,2,0.0,-1.3,-10,-10

(further entries)
SMILES	MEKK3 PB1 HTS	PHOSPHO1 inh	HCV NS3 hel inh	DNA FID counter	IDE act	VIM-2 inh	IMP-1 inhibitor	p-CIP stab down	UBC9 SUMO inh
CC1CCCCN1C(=O)Cn1cnc2cc([N+](=O)[O-])ccc2c1=O (stereo unspecified)	105	-2	10	7	4	-4.7	-5.2	-17	8
CC1(C)CC(=O)c2cn3nc(C(F)(F)F)nc3nc2C1	98	28	-5	-5	-5	1.1	-0.4	5	-2
CCCNC(=O)C(Cc1ccccc1)NS(=O)(=O)c1ccc2c(c1)CCC(=O)N2 (stereo unspecified)	101	-5	-3	-5	7	-4.1	-2.9	4	13
COc1ccc(S(N)(=O)=O)cc1C(=O)NC1CCCc2ccccc21 (stereo unspecified)	99	-4	8	-19	-1	0.5	-2.7	7	-6
COc1ccc(OCC(=O)N/N=C(\C)CC(=O)Nc2ccc(OC)cc2[N+](=O)[O-])cc1	94	-10	4	-2	4	-8.1	-5.4	5	-8
CN1CCC(N(C)C(=S)NC(=O)c2cc(-c3cccc(Br)c3)nc3ccccc23)CC1	103	30	-56	24	5	-1.7	-0.9	0	2
O=C(CCN1C(=O)/C(=C/c2ccccc2Cl)SC1=S)NNC(=O)c1ccccc1O	101	6	-6	-11	0	-5.4	-1.0	5	36
CCCCCC(=O)Nc1ncc2c(n1)CC(c1cccs1)CC2=O (stereo unspecified)	95	45	6	-20	·	0.6	1.2	2	6
CCOc1ccc(N2C(=O)CC(N3CCOCC3)C2=O)cc1 (stereo unspecified)	102	-5	2	-1	3	-4.4	-3.4	-1	18
CCOc1ccc(NC(=O)CCN2CCN(C)CC2)cc1	100	14	-13	-3	-1	-1.6	-1.8	-4	18
COc1ccc(NC(=O)c2ccc(C#N)cc2)cc1NS(=O)(=O)c1ccc(F)cc1	98	16	-11	-6	5	-2.3	-2.3	0	25
COc1cc2[nH]c(=O)c(C(=O)NCCCN3CCCCC3)c(O)c2cc1OC	106	0	8	26	10	2.3	-2.0	-1	17
COc1cc(/C=N/NC(=O)C2CCN(CC(O)COCc3ccccc3)CC2)cc(OC)c1OC (stereo unspecified)	101	-1	0	12	7	1.3	-1.0	-9	-11
CCOc1cc(CNCC(C)C)c(Cl)cc1OCC(=O)Nc1ccccc1	98	18	-23	8	2	-2.0	-1.2	-2	-3
NS(=O)(=O)c1ccc(CCNCc2cc(Br)ccc2OCc2ccccc2)cc1	112	-4	-74	13	4	1.0	-3.0	2	-12
CCc1cc2c(-c3ccccc3)cc(=O)oc2c(CN2CCOCC2)c1O	101	-41	7	-3	-1	-1.8	-2.6	-13	25
COc1ccc(N(CC(=O)Nc2cc(C)ccc2C)S(=O)(=O)c2c(C)noc2C)cc1	105	38	-14	-40	6	-2.8	-1.9	0	-12
COc1ccc(OC)c(N(CC(=O)NCC2CCCO2)S(=O)(=O)c2ccccc2)c1 (stereo unspecified)	93	28	12	-31	0	-0.7	-0.9	-2	2
Clc1ccc(CCNc2nc3ccccc3n3nnnc23)cc1	·	15	6	-3	3	-4.3	0.2	-10	24
Cc1ccc(NC(=O)c2cccnc2)cc1S(=O)(=O)N(C)C	81	32	16	-5	3	-0.3	0.6	5	17
Cc1ccc(-n2c(SCC(=O)N/N=C/c3ccccc3OCC(=O)O)nc3ccccc3c2=O)cc1	117	30	13	-36	3	-3.0	-1.4	3	23
Cc1ccc(S(=O)(=O)c2nc(-c3ccco3)oc2SCC(=O)NCC2CCCO2)cc1 (stereo unspecified)	100	18	24	-29	-2	0.9	3.1	-5	5
CCOc1cc(C(=O)Nc2ccc([N+](=O)[O-])cn2)cc(OCC)c1OCC	88	0	-11	2	7	-2.0	-1.2	-4	8
Cc1c(Cl)cnc(NC(=O)COC(=O)CCc2nc3ccccc3s2)c1Cl	102	-9	-4	-6	-5	-1.2	-2.6	3	-9
Cc1ccc(OCC(=O)N2CCN(C(=O)c3cccnc3)CC2)cc1	107	4	-11	-4	0	-1.6	-1.9	7	-9
O=C(Nc1ccccc1C(=O)O)c1cc(S(=O)(=O)Nc2ccccc2)ccc1Cl	111	29	31	-25	8	0.2	-2.0	-3	-8
C/C(=N\NC(=O)c1nnn(-c2nonc2N)c1-c1ccc2c(c1)OCO2)c1ccccc1	101	54	13	-10	10	2.0	0.0	-29	3
N/C(COc1ccccc1)=N\NC(=O)c1cccnc1Oc1ccccc1	107	13	-2	-7	2	-2.2	0.2	3	-11
Cc1cc(C(F)(F)F)nn1Cc1n[nH]c(=S)n1Cc1ccccc1	92	-13	-1	-20	-2	-3.7	-2.8	-5	16
CCOC(=O)c1cnc2cc(-c3ccc(C)cc3)nn2c1-c1ccccc1	101	37	2	-3	-2	-2.2	-3.1	-6	13
COc1ccccc1CNC(=O)[C@H](C)NC(=O)C1CCN(C(=O)[C@@H](N)Cc2ccccc2)CC1	101	34	-38	1	9	-3.2	-7.7	-11	4
COc1ccc(/C=N\NC(=O)c2ccc(F)cc2)cc1COc1ccccc1C(N)=O	101	4	-3	-33	-1	-3.9	-3.9	-6	-1
COc1cccc(CCNC(=O)c2cc(COc3c(F)cccc3F)on2)c1	95	56	-10	-51	1	-1.7	-0.5	8	-4

High-throughput results as filed in PubChem.
